High-throughput results: PubChem, National Center for Advancing Translational Sciences (NCATS)
GLP-1R inv ag – qHTS of GLP-1 Receptor Inverse Agonists (Inhibition Mode); Glucagon-like peptide 1 receptor (Homo sapiens), P43220; HEK293 GLP-1R CRE-luciferase, luminescence, 24 h; GLP-1R form is constitutively active; Potency, µM (series often up to 38.3 µM), for the others: at the top dose activity change, negative = inhibition, actives largely listed as inhibitors; 410,000 compounds, 1.6% hits; also: potency is read from the fitted curve at half-maximal effect; % is scaled to controls: 0 for no effect and ±100 for the full control effect; nearly all actives have a fitted effect of over 55% in size
Target sequence (P43220 whole entry, looked up): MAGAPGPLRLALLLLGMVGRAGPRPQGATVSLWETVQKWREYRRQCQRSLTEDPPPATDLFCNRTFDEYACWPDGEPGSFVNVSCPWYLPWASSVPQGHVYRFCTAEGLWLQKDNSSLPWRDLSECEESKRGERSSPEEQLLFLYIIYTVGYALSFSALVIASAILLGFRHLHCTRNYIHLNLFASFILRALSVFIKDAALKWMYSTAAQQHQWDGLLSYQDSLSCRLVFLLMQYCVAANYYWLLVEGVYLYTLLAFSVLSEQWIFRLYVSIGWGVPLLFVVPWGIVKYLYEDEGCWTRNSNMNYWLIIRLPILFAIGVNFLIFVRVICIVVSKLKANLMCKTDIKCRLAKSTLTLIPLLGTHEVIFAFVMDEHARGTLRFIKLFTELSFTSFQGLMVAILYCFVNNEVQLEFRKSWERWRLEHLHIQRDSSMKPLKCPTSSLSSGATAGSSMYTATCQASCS
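Cells are plated, allowed 12 hours at 37 deg C, then treated with compounds for 24 hr before luciferase detection reagent is added and luminescence is read after 12 min at room temperature. The HEK293 line carries constitutively active GLP-1R with a cAMP-responsive reporter.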
FUS suppressor – qHTS for Suppressors of FUS Proteinopathy: Primary screen using FUS-linked yeast assay. AID 1347120, 2019. Potency, µM (highest dose often 76.6 µM), for the others: at the top dose growth rescue (activation), most hits filed as activators. 390,000 compounds, 0.24% hits. S. cerevisiae FUS-expressing, growth rescue, OD600, 24 h;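 also: potency is read from the fitted curve at half-maximal effect; plate controls were DMSO vehicle for no effect and reference control for full effect; nearly all actives have a fitted effect of over 55% in size; some results filed as inactive show a strong effect at the top dose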
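Galactose (2%) drives FUS expression in yeast precultured in raffinose; seeding density OD 0.005. Test compounds incubated 24hr at 30C and 99% humidity before absorbance at 600 nm was measured.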
Abeta yeast res – qHTS for compounds that reverse cellular toxicity of Amyloid beta (A-beta) peptide in yeast: Primary Screen. Potency, µM (titrated, usually from 46.1 µM), without a hit: at the highest dose growth rescue, most hits filed as activators. AID 1347071, 2019. 410,000 compounds, 0.063% hits. yeast expressing A-beta42, growth rescue, OD600, 48 h; response scale: 0% DMSO, 100% iron-clioquinol control; also: potency is read from the fitted curve at half-maximal effect; nearly all actives have a fitted effect of over 55% in size
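Growth rescue measured by 600 nm absorbance after 48 h yeast culture at 30 C with compound. Values normalized between DMSO and an equimolar ferric chloride plus clioquinol control.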
HEK293 tox – qHTS of GLP-1 Receptor Inverse Agonists: Cytotox Screen; HEK293 cAMP-luciferase reporter cells, luminescence, 24 h; Potency, µM (highest dose often 38.3 µM), without a hit: at the highest dose activity change, negative = inhibition, hits mostly inhibitors; 410,000 compounds, 0.13% hits; AID 624418, 2012;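 also: loss of luciferase light is scored as toxicity; potency is read from the fitted curve at half-maximal effect; % is scaled to controls: 0 for no effect and ±100 for the full control effect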
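MLSMR compounds, 24 hr on cells at 37 deg C/5% CO2; luminescence after luciferase reagent (12 min RT). Inhibition counted as the undesired cytotoxic outcome.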
Mm-Cpn inhibitor – Inhibitors of TCP-1 ring complex (TRiC) of Methanococcus maripaludis (MmCpn): qHTS. purified Mm-Cpn ATPase, ADP Transcreener TR-FRET. Potency, µM (series often up to 76.9 µM), for inactives: at the highest dose activity, negative = inhibition, usual class: inhibitors. 330,000 compounds, 0.031% hits; also: potency is read from the fitted curve at half-maximal effect; % is scaled to controls: 0 for no effect and ±100 for the full control effect; nearly all actives have a fitted effect of over 80% in size
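Compound-treated chaperonin, 25 nM final, turns over 10 uM ATP at 37°C for 30 min following a 10 min preincubation; ADP generated competes with ADP-d2 for Eu-cryptate antibody, lowering FRET.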
Akt phos inh – HTS Assay for Inhibitors of Akt Phophorylation: Primary Screen | AID 651550, 2012 | 360,000 compounds, 0.32% hits | activity change, % for hits at 50 µM | Neuro2A IGF-stimulated pAkt S473 HTRF, 20 min; stronger effect = lower value; in the data active = activity change below about -80%; inconclusive = mostly about -51% to -80%; also: % is scaled to controls: 0 for no effect and ±100 for the full control effect
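Neuro2A cells in DMEM with 0.5% FBS, overnight at 37 deg C, given compound at single 50 µM final, then IGF (6 nM final) for 20 min at 37 deg C. Lysed; phospho-Akt Ser473 by HTRF after 24 h, 665/615 ratio.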
TDP-43 yeast inh – qHTS of TDP-43 Inhibitors; TDP-43 expressing yeast growth rescue, BacTiter-Glo, 24 h; 410,000 compounds, 1.8% hits; AID 652104, 2013; Potency, µM (titrated, usually from 46.1 µM), for inactives: at the top dose growth rescue (activation), most hits filed as activators; also: potency is read from the fitted curve at half-maximal effect; % of control where 0% means no effect; nearly all actives have a fitted effect of over 50% in size
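Luminescence from BacTiter-Glo reports growth of TDP-43-expressing yeast after 24 hr at 30 deg C with compound. Cells were raffinose-pregrown to mid-log, then seeded in galactose medium at OD600=0.02.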
aSyn rescue – qHTS of alpha-syn Inhibitors. Yeast expressing alpha-synuclein, growth rescue, BacTiter-Glo, 24 h. Potency, µM (titrated, usually from 46.1 µM), inactives show top-dose growth rescue (activation), usual class: activators. 370,000 compounds, 0.14% hits. AID 652106, 2013; also: potency is read from the fitted curve at half-maximal effect; % of control where 0% means no effect; nearly all actives have a fitted effect of over 65% in size
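Readout is rescue of growth in alpha-synuclein-expressing yeast, so inhibitors of toxicity appear as activators. Growth after 24 hr at 30 deg C in galactose medium is quantified by luminescence.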
PTHR1 ag – qHTS for PTHR1 Agonists: Primary Screen; HEK293 GP2 PTHR1 cells, GloSensor cAMP luminescence, 1 h; Potency, µM (series often up to 115 µM), for inactives: at the top dose activation, hits mostly activators; 410,000 compounds, 0.075% hits; AID 743266, 2014; also: potency is read from the fitted curve at half-maximal effect; nearly all actives have a fitted effect of over 55% in size; some results filed as inactive show a strong effect at the top dose; inactives centre near -15; many of its hits are not listed in these tables
Target sequence (Q03431 whole entry, looked up): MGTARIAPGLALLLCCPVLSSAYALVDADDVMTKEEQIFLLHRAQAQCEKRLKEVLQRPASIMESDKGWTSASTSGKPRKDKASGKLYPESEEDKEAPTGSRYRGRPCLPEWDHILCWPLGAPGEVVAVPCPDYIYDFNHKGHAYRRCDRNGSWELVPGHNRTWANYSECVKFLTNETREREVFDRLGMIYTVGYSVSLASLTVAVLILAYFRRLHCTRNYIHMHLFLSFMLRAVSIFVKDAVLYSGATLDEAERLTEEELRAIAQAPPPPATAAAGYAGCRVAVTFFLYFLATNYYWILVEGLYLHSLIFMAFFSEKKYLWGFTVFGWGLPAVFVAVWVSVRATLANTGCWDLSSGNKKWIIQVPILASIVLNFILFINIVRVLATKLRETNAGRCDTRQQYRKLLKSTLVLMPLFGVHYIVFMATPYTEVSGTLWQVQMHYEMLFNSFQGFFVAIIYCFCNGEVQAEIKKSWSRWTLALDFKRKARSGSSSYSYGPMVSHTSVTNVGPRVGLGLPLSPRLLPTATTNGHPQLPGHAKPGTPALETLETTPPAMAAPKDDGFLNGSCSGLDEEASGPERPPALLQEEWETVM
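HEK-293-derived GP2 cells expressing PTHR1 and a GloSensor cAMP reporter, 3,000/well, plated overnight, given luciferin plus IBMX (each 0.5 mM as added) for 1 h at 37 °C, then compound for 1 h at 37 °C. Luminescence was read after 15 min at room temperature.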
Active calls of the source: *; i = inactive; ? = inconclusive; nt = no result given; & = joins results of further samples; [ ] = remark or other dose. Unless noted, calls follow the shape of the dose curve; as a rule, active = well fitted curve in the direction sought with a large enough effect; inconclusive = small, poorly fitted or top-dose-only effect, or another doubt; inactive = no such curve, though single readings can be large; an effect the other way counts as inactive or inconclusive.

SMILES	GLP-1R inv ag	FUS suppressor	Abeta yeast res	HEK293 tox	Mm-Cpn inhibitor	Akt phos inh	TDP-43 yeast inh	aSyn rescue	PTHR1 ag
COc1ccc(CNC(=O)CCn2c(=O)c3cccn3c3ccc(F)cc32)cc1	1%	7%	13%	-1%	0%	i	?	1%	i
CC(C)c1ccc(NC(=O)CCn2c(=O)c3cccn3c3ccccc32)cc1	?	39%	1%	2%	nt	nt	?	nt	i
Cc1ccc2nc(-c3cccc(Cl)c3)c(Cc3ccccc3)n2c1	?	15%	-17%	5%	nt	i	13%	10%	i
CCC(CC)NC(=O)CCc1nc2ccccc2c(=O)[nH]1	1%	17%	6%	-1%	3%	i	-7%	0%	-23%
O=c1[nH]c(=S)c2[nH]c(=S)n(-c3ccccc3)c2[nH]1	0%	-4%	13%	1%	nt	i	0%	1%	i
Cc1ccc(C)c(NS(=O)(=O)c2ccc3c(c2)n(C)c(=O)n3C)c1	-6%	1%	6%	-1%	nt	nt	22%	nt	i
O=C1C(=O)c2ccccc2C(O)=C1c1cccc([N+](=O)[O-])c1	?	31%	23%	-25%	-2%	i	?	1%	-38%[inhibitor]
COc1ccc(-c2cc3nc(C)cc(N)n3n2)cc1	7.9µM*	16%	-66%[inhibitor]	19%	-2%	i	-75%[inhibitor]	-58%[inhibitor]	-33%[inhibitor]
COc1ccc(N2CCN(C(=O)COC(=O)CC(NC(N)=O)c3ccc(Cl)cc3)CC2)cc1 (stereo unspecified)	-9%	0%	-6%	8%	nt	i	4%	0%	-25%
CN(C(=O)c1cccc(NC(=O)Cc2cccc(NC(=O)C3CCCN(C(=O)C4CC4)C3)c2)c1)C1CC1 (stereo unspecified)	20%	-9%	2%	2%	nt	i	17%	-2%	i
CC#CC(=O)N1CCC(CO)(CCc2ccccc2)CC1	3%	0%	18%	5%	1%	i	12%	12%	-2%
O=c1sc2ccccc2n1CCCOc1ccccc1	?	18%	-4%	10%	2%	i	?	-13%	-33%
CCOC(=O)N1CCC(NC(=O)C2CCC(CNS(=O)(=O)c3ccc(OC)cc3)CC2)CC1 (stereo unspecified)	19%	-16%	13%	6%	3%	i	10%	4%	-6%
COc1ccc(CC(=O)NCC2CCCN(Cc3ccc(SC)cc3)C2)cc1 (stereo unspecified)	-7%	-6%	-2%	2%	0%	i	-4%	0%	-22%
COc1c(Cl)cc(C(=O)Nc2cccc(-c3nc4ccccc4[nH]3)c2)cc1Cl	7.9µM*	35%	19%	?	nt	nt	21%	nt	-2%
COC(=O)c1sccc1NC(=O)CNC(=O)c1ccccc1	3%	0%	14%	2%	0%	i	21%	-10%	i
Cc1cc(C)cc(OCCNS(=O)(=O)c2cccs2)c1	?	6%	-12%	5%	1%	i	30%	5%	-15%
COc1cccc(C(C)(O)c2nc(-c3ccc(S(C)(=O)=O)cc3)cs2)c1 (stereo unspecified)	2%	0%	-9%	7%	nt	i	11%	-10%	-89%[inhibitor]
COCc1nnc(NC(=O)C23CC4CC(CC(C4)C2)C3)s1	-23%	0%	32%	0%	1%	i	7%	2%	-7%
O=C(NC1CCCCC1)N1CCN(c2ccc(Cl)cc2)CC1	?	14%	7%	-12%	?	i	10%	10%	-31%[inhibitor]

Two entries from above, as labelled records.
CC#CC(=O)N1CCC(CO)(CCc2ccccc2)CC1
  GLP-1R inv ag = 3%	FUS suppressor = 0%	Abeta yeast res = 18%	HEK293 tox = 5%	Mm-Cpn inhibitor = 1%	Akt phos inh = i	TDP-43 yeast inh = 12%	aSyn rescue = 12%	PTHR1 ag = -2%
COc1cccc(C(C)(O)c2nc(-c3ccc(S(C)(=O)=O)cc3)cs2)c1 (stereo unspecified)
  GLP-1R inv ag = 2%	FUS suppressor = 0%	Abeta yeast res = -9%	HEK293 tox = 7%	Mm-Cpn inhibitor = nt	Akt phos inh = i	TDP-43 yeast inh = 11%	aSyn rescue = -10%	PTHR1 ag = -89%[inhibitor]

Further records follow:
SMILES	GLP-1R inv ag	FUS suppressor	Abeta yeast res	HEK293 tox	Mm-Cpn inhibitor	Akt phos inh	TDP-43 yeast inh	aSyn rescue	PTHR1 ag
CC(=O)c1c(C)[nH]c(C(=O)CSc2nnc(-c3ccccc3)n2Cc2ccc3c(c2)OCO3)c1C	15%	8%	?	13%	-1%	i	-4%	0%	-12%
Fc1ccc(NCc2nnc3n2CCCCC3)cc1Cl	-1%	-12%	3%	2%	nt	nt	17%	-1%	i
COc1ccc(-c2nc(-c3cccc(C)c3)[nH]c(=O)c2C#N)cc1	1%	-2%	9%	-11%	-1%	i	5%	10%	-16%
COc1ccccc1CNCC(=O)Nc1cc(S(=O)(=O)N2CCOCC2)ccc1Cl	?	nt	-4%	3%	1%	i	11%	2%	-28%
CN1OC[C@@H]2CN(Cc3ccc4c(c3)OCO4)[C@H](c3ccc(N4CCCCC4)cc3)C[C@@H]21	?	-14%	-12%	3%	nt	i	14%	-1%	-12%
O=C(CCOc1ccccc1)Nc1nnc(-c2ccc3c(c2)OCCO3)o1	?	11%	3%	-24%	5%	i	-8%	1%	i
O=C(O)CC12CC3CC(C1)CC(n1ncc(NCC4CCCO4)c(Cl)c1=O)(C3)C2 (stereo unspecified)	-4%	-18%	-15%	0%	-1%	i	-6%	-6%	i
OC[C@@H]1CN(Cc2ccc(F)cc2)C[C@H](n2cnc3c(NC4CC4)ncnc32)O1	11%	-15%	-9%	6%	nt	nt	2%	-8%	-6%
CC(=O)Oc1ccc(C2(C)CC(C)(C)NC(=S)N2C)c(OC(C)=O)c1 (stereo unspecified)	-9%	-54%	6%	-3%	3%	i	-22%	2%	1%
CCOC(=O)c1c(-c2ccc(OC)cc2)csc1/N=C/C1=C(O)CCCC1=O	?	?	6%	-1%[1.53 µM]	-4%	i	8.9µM*	11%	i
CCOc1ccc(-n2c(=O)cc(N3CCN(c4ccc(F)cc4)CC3)[nH]c2=O)cc1	20%	15%	-12%	-5%	0%	i	-22%	-1%	-9%
CC(C)CC(=O)NS(=O)(=O)c1ccc(NS(C)(=O)=O)cc1	-2%	-8%	-1%	-20%	1%	i	-1%	2%	i
CCN(CC)CCCN=C1N[C@@H](c2ccccc2)C(C(=O)OC)=C(C)N1CC	?	-6%	10%	2%	-1%&-3%	i	20%	1%	-35%[inhibitor]
Cc1noc(C)c1-c1ccc(C(=O)NCc2cccnc2)c2occc12	-5%	-23%	-15%	-2%	nt	i	27%	-3%	i
CC(=O)N1CCc2c(sc(NC(=O)Cc3ccc(F)cc3)c2C(N)=O)C1	6%	-7%	2%	2%	1%	i	13%	-6%	i
O=Cc1c(-[n+]2ccccc2)nc([O-])n1-c1ccccc1	5%	13%	1%	-4%	0%	i	-14%	0%	-12%
Cc1ccc(NC(=O)C2CCCN(S(=O)(=O)c3c(C)noc3/C=C/N(C)C)C2)c(C)c1 (stereo unspecified)	?	?	-5%	-14%	-1%	i	11%	0%	i
Cc1cccc(CN2C(=O)CC(c3ccc(Cl)cc3)c3c(C)nn(-c4nc(C)cc(C)n4)c32)c1 (stereo unspecified)	?	32%	13%	-17%	nt	nt	?	nt	-20%
CC(C)(C)OC(=O)N1CCC(C(=O)N[C@@H](Cc2c[nH]c3ccccc23)C(=O)O)CC1	2%	3%	-18%	1%	-22%	i	4%	-6%	-25%
CN(C)C(=O)CSc1nc(SCC(=O)N(C)C)n(-c2ccccc2)n1	0%	-5%	-20%	62%[activator]	-1%	i	-12%	5%	15%[57.5 µM]
CC(=O)Oc1ccc(N2C(=O)C3C4C=CC(O4)C3C2=O)cc1 (stereo unspecified)	0%	0%	-94%[inhibitor]	5%	0%	i	-94%[inhibitor]	-88%[inhibitor]	-18%[57.5 µM]
Cc1cc(NC(=O)CS(=O)(=O)c2cn(Cc3ccc(F)cc3)c3ccccc23)no1	-15%	9%	0%	0%	?	i	24%	2%	-31%
Oc1ccc(Br)cc1-c1cc(-c2ccc(Cl)cc2)n[nH]1	?	4%	23%	-16%	-4%	i	10%	-11%	-66%[inhibitor][57.5 µM]
c1ccc2c(c1)CCCC2NC1=NCCC1 (stereo unspecified)	-1%	-34%	6%	45%[activator]	0%	i	7%	1%	-14%
Cc1ccc2nc(SC(C(=O)c3ccccc3)c3ccccc3)nc(C)c2c1 (stereo unspecified)	-3%	nt	-9%	12%	0%	i	-8%	4%	-24%
O=C(NCCc1ccccc1)C(=O)NCCC1CCCCN1S(=O)(=O)c1ccccc1 (stereo unspecified)	?	36%	7%	26%	2%	i	3%	9%	-16%
COc1cc(OC)cc(C(=O)NCC(=O)OCC(=O)c2cc(OC)ccc2OC)c1	2%	nt	-3%	0%	-4%	i	13%	0%	i
Cc1ccc(OCCn2cc(C(=S)N3CCCC3)c3ccccc32)cc1C	?	0%	14%	?	?	i	20%	-3%	-7%[57.5 µM]
Cc1ccc(-c2cc(C(F)(F)F)n3ncc(-c4ccccc4)c3n2)cc1	6%	-26%	-3%	-9%	nt	nt	?	nt	i
COc1ccc(OC)c(C2CC(=O)Oc3c2c(=O)n(C)c2ccccc32)c1 (stereo unspecified)	11%	18%	-16%	1%	nt	nt	-4%	nt	?

The list is partial; rates above refer to the full screens.
